# Screens (PubChem BioAssay)
# GPR55 beta-arrestin – GPR55 agonists via beta-arrestin recruitment, primary screen, imaging, U2OS cells, beta-arrestin-GFP redistribution (AID 1961) | U2OS GPR55 beta-arrestin-GFP redistribution imaging; higher % means a stronger effect | one-dose activation, % at 10 µM; EC50 in µM for titrated hits | 290,000 compounds, 0.048% hits;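 active means activation above 40% with more than 50 cells counted in the well; inconclusive means wells holding fewer than 50 cells, flagged as toxic or sparse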;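 further: U2OS osteosarcoma cells stably expressing GPR55 and beta-arrestin-GFP; plate controls were DMSO negative control for no effect and LPI positive control for full effect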
# Large T inhibition – SV40 large T antigen inhibitors, biochemical (AID 1903) | inhibition, % at 20 µM, or IC50 in µM where a hit was titrated | 310,000 compounds, 0.39% hits | SV40 large T antigen ATPase/helicase inhibition assay; higher % means a stronger effect; in the data active means a potency from the dose series; inconclusive means inhibition mostly from about 32% at the one dose, without a potency; inactive means the rest, 99 in 100 with inhibition below about 32%; further: strong numbers were not always called active
# Dengue-2 NS5 capping – Dengue-2 NS5 methyltransferase inhibitors, primary screen, biochemical, confirmation dose response (AID 588689); 340,000 compounds, 0.3% hits; Genome polyprotein (Dengue virus type 2 (strain 16681-PDK53)); one-dose inhibition, % at 25 µM; IC50 in µM for titrated hits; Dengue-2 NS5 methyltransferase capping enzyme assay, biochemical; higher % means a stronger effect; in the data active means a potency from the dose series; inconclusive means inhibition above about 29% without an active follow-up result
# Yfh1-off respiration – enhancers of respiration in Yfh1-depleted yeast, dose response, Friedreich's ataxia, plus single-dose screen (AID 1465) | S. cerevisiae Yfh1-off respiration, WST-1 reduction, 72 h; higher fold induction means a stronger effect | one-dose fold induction at 50 µM; EC50 in µM for titrated hits | 220,000 compounds, 0.074% hits;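 active means fold induction of absorbance versus untreated yeast above a set limit, then at least 30% activation at any dose in follow-up; inconclusive means repeats straddling the limit, or above it without dose testing; inactive means fold induction below the set limit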;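 further: activators that raise dye reduction in frataxin-depleted yeast; strong numbers were not always called active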
# NTR1 ag – agonists of NTR1, primary screen, imaging, U2OS cells, beta-arrestin-GFP, high content (AID 493036); activation, % at 20 µM; 330,000 compounds, 0.17% hits; Neurotensin receptor type 1 (Homo sapiens), P30989; NTR1-U2OS beta-arrestin-GFP spot imaging, agonist mode;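 active means activation at or above 40% of the spot to cytoplasm intensity ratio, with at least 20 cells analyzed; inconclusive means wells under 20 cells, flagged as cytotoxic or low count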;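 further: 0% = DMSO without peptide and 100% = 100 nM NTR1 peptide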
# Target sequence (P30989 whole entry, looked up): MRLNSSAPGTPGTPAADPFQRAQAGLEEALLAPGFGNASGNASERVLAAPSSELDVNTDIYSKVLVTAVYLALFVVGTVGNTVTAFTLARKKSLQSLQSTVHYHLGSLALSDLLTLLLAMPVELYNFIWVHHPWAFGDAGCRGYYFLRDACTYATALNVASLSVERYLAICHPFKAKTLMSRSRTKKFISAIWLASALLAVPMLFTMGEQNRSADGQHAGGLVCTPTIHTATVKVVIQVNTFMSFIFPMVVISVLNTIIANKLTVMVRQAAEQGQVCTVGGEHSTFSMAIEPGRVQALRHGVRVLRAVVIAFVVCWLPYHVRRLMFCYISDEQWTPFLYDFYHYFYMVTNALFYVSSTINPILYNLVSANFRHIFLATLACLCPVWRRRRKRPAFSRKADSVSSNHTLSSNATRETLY
# AID2073 – inhibitors of Mint1-CaV2.2 protein interaction, biochemical, HTRF (AID 2073). Voltage-dependent N-type calcium channel subunit alpha-1B (Homo sapiens). HTRF protein-protein interaction, Mint1-CaV2.2; higher % means a stronger effect. inhibition, % at 20 µM, or IC50 in µM where a hit was titrated. 290,000 compounds, 0.19% hits; in the data active means inhibition mostly above about 51%, no sharp cut-off; inconclusive means no clear call, values can overlap the other calls; inactive means mostly below about 53%; further: some results filed as inactive read as strong as hits
# GPR35 antagonists – GPR35 antagonists blocking zaprinast-driven arrestin recruitment, primary screen, imaging, U2OS, beta-arrestin-GFP, zaprinast agonist (AID 2058); U2OS GPR35 beta-arrestin-GFP translocation imaging, zaprinast antagonism; higher % means a stronger effect; one-dose inhibition, % at 10 µM; IC50 in µM for titrated hits; G-protein coupled receptor 35 (Homo sapiens); 290,000 compounds, 0.052% hits;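 active means inhibition of at least 50% with at least 30 cells and total cytoplasm GFP at most 10,000,000; inconclusive means under 30 cells or total GFP of 10,000,000 plus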
# GPR55 antagonists – GPR55 antagonists blocking LPI-driven arrestin recruitment, primary screen, imaging, U2OS, beta-arrestin-GFP, LPI agonist (AID 2013) | G-protein coupled receptor 55 (Homo sapiens) | U2OS GPR55 beta-arrestin-GFP translocation imaging, LPI antagonism; higher % means a stronger effect | one-dose inhibition, % at 10 µM; IC50 in µM for titrated hits | 290,000 compounds, 0.13% hits;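 active means spots per cell inhibited over 60%, with over 100 cells counted and total cytoplasm intensity under 500,000; inconclusive means wells with under 100 cells, flagged as likely toxic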;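 further: U2OS cells stably carrying GPR55 and arrestin-GFP stimulated by 5 µM LPI near EC80; imaged beta-arrestin-GFP aggregate spots per cell after agonist stimulation; plate controls were LPI-stimulated DMSO wells for no effect and DMSO wells without LPI for full effect; some results filed as inactive read as strong as hits; confirmed hits need IC50 under 10 µM and bright autofluorescent wells are also inconclusive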
# Rac1 GTP hydrolysis – MgcRacGAP GTPase-activating activity inhibitors, confirmation, biochemical, ADP Hunter fluorescence; 340,000 compounds, 0.6% hits; AID 624330, 2012; one-dose inhibition, % at 30 µM; IC50 in µM for titrated hits; MgcRacGAP-stimulated Rac1 GTP hydrolysis, ADP Hunter fluorescence; higher % means a stronger effect; GST-tagged Rac1 F28L mutant substrate;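 active means first-screen hits whose inhibition reached a set limit at any dose in the follow-up dose series; inconclusive means inhibition above the set first-screen limit but never retested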;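 further: fluorescence reports GDP produced by GAP-driven GTP hydrolysis; strong numbers were not always called active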
# NTR1 ag cell count 20 µM – recorded beside NTR1 ag, whose call it bears; cell count; measured here: cell count, cytotoxicity flag
# Dengue-2 NS5 capping pilot replicate – recorded beside Dengue-2 NS5 capping, whose call it bears; inhibition, %; measured here: pilot screen replicate inhibition
# An asterisk follows results filed as active; i = inactive; ? = inconclusive; · = no result given.
# A first look:
SMILES,GPR55 beta-arrestin,Large T inhibition,Dengue-2 NS5 capping,Yfh1-off respiration,NTR1 ag,NTR1 ag cell count 20 µM,AID2073,GPR35 antagonists,GPR55 antagonists,Rac1 GTP hydrolysis,others
CCOCCn1c(CN2CCN(CC)CC2)nc2c1c(=O)n(C)c(=O)n2C,0.3%,-1%,-2%,·,1.0,73,0%,-6%,-2%,-4%,
COC(=O)c1ccc(C)c(NC(=O)c2c(-c3ccccc3)noc2C)c1,-0.1%,8%,-11%,i,3.1,33,12%,7%,7%,-5%,
COc1ccc(OCC(=O)NNC(=O)c2cccc(C)c2)cc1,0.2%,24%,-1%,i,1.0,72,17%,-1%,-12%,-7%,
COc1ccc(NC(=O)CSc2nnc(-c3ccccc3Cl)n2Cc2ccco2)c(OC)c1,-0.2%,12%,-7%,i,0.4,51,2%,0%,3%,7%,
COC(=O)c1ccccc1NC(=O)CSc1nccn1C,-0.2%,8%,1%,i,-0.2,44,-12%,-2%,0%,14%,
Cc1ccnc(NC(=O)CCC(=O)N(CC(=O)NCc2ccc(F)cc2)Cc2ccco2)c1,-0.3%,2%,-2%,·,-1.9,55,-7%,0%,18%,7%,

# The whole of this part, from the start:
SMILES,GPR55 beta-arrestin,Large T inhibition,Dengue-2 NS5 capping,Yfh1-off respiration,NTR1 ag,NTR1 ag cell count 20 µM,AID2073,GPR35 antagonists,GPR55 antagonists,Rac1 GTP hydrolysis,others
CCOCCn1c(CN2CCN(CC)CC2)nc2c1c(=O)n(C)c(=O)n2C,0.3%,-1%,-2%,·,1.0,73,0%,-6%,-2%,-4%,
COC(=O)c1ccc(C)c(NC(=O)c2c(-c3ccccc3)noc2C)c1,-0.1%,8%,-11%,i,3.1,33,12%,7%,7%,-5%,
COc1ccc(OCC(=O)NNC(=O)c2cccc(C)c2)cc1,0.2%,24%,-1%,i,1.0,72,17%,-1%,-12%,-7%,
COc1ccc(NC(=O)CSc2nnc(-c3ccccc3Cl)n2Cc2ccco2)c(OC)c1,-0.2%,12%,-7%,i,0.4,51,2%,0%,3%,7%,
COC(=O)c1ccccc1NC(=O)CSc1nccn1C,-0.2%,8%,1%,i,-0.2,44,-12%,-2%,0%,14%,
Cc1ccnc(NC(=O)CCC(=O)N(CC(=O)NCc2ccc(F)cc2)Cc2ccco2)c1,-0.3%,2%,-2%,·,-1.9,55,-7%,0%,18%,7%,
O=C(CCN1CCN(c2ccccc2)CC1)Nc1nccs1,-0.1%,-4%,-7%,i,-1.0,82,-2%,0%,-2%,3%,
Cc1ccc2nc(-c3cccc(NC(=O)c4ccco4)c3)[nH]c2c1,-0.1%,1%,7%,i,0.9,48,12%,-8%,-13%,20%,
Cc1cccc(/C=C2/SC(=O)N(Cc3ccccc3)C2=O)n1,-0.1%,8%,-2%,i,4.4,51,10%,4%,9%,-10%,
CN1C(=O)C(CC(=O)Nc2ccc3c(c2)Cc2ccccc2-3)N(C)C1=O (stereo unspecified),-0.2%,19%,-3%,i,-0.8,55,-1%,-12%,1%,9%,
COc1ccc(NC(=O)c2cc(-c3ccco3)nc3ccccc23)cc1S(=O)(=O)N1CCOCC1,-0.1%,27%,-3%,i,0.3,63,2.6µM*,0%,-16%,15%,
O=C(Cn1ccc([N+](=O)[O-])n1)Nc1nc2ccccc2s1,0.6%,15%,-12%,i,-0.8,55,14%,4%,2%,11%,
O=C1NC2(CCCCC2)Cc2ccccc21,-0.2%,2%,-3%,i,1.2,41,10%,8%,-5%,10%,
O=C(Nc1ccc(F)cc1)Nc1ccc2ccccc2n1,0.2%,5%,-2%,·,-1.6,82,14%,-5%,2%,8%,
Cc1c(C(=O)NCC2CCCO2)oc2ccc3c(c12)C(=O)CC(C)(C)O3 (stereo unspecified),-0.1%,5%,3%,i,-1.2,50,36%,5%,30%,13%,
COc1ccccc1/C=C/C(=O)c1ccc(Cl)cc1,·,8%,-8%,i,7.5,76,5%,-11%,17%,7%,
CC1CC1C(=O)Nc1nc(-c2cccs2)c(-c2cccs2)s1 (stereo unspecified),0.1%,5%,-5%,i,13,48,12%,-10%,12%,3%,
COC(=O)C1=NN(C(=O)c2ccccc2)C(C)(O)C1 (stereo unspecified),0.0%,10%,-1%,i,0.6,50,-21%,8%,-3%,-3%,
Cc1nc2sc(-c3ccccc3)cc2c(=O)n1/N=C/N(C)C,-0.1%,4%,-5%,i,0.7,83,4%,-16%,-2%,15%,
CCCCOCC1CN(c2ccccc2)C(=O)CS1 (stereo unspecified),0.0%,3%,-4%,i,1.3,98,10%,4%,-2%,5%,
CCOC(=O)C1=C(C)C2C3C(=O)N(c4ccc(C)cc4C)C(=O)C3C1(C)C1C(=O)N(c3ccc(C)cc3C)C(=O)C21 (stereo unspecified),0.2%,12%,-5%,i,1.5,48,7%,-12%,5%,5%,
O=C(O)c1nc(N2CCOCC2)nc(N2CCOCC2)n1,-0.3%,3%,0%,i,4.5,35,12%,-4%,10%,3%,
COc1cc(C(=O)Nc2cccc(-n3cnnn3)c2)cc(OC)c1OC,-0.1%,9%,-7%,·,-0.1,62,1%,3%,-9%,-34%,
CC(C)CCNC(=O)NC(=O)COc1c(F)c(F)cc(F)c1F,0.1%,0%,-8%,i,2.2,57,-4%,0%,-3%,7%,
CCC(C)(C(=O)Nc1ccc2c(c1)OCCO2)N(C(C)=O)c1ccc(C(N)=O)cc1 (stereo unspecified),0.2%,16%,9%,i,1.6,67,1%,26%,-1%,-1%,
Cc1cc(Nc2ccccc2)n(-c2ccc(C(=O)O)cc2)n1,0.0%,2%,-12%,i,1.2,20,18%,-8%,11%,8%,
Cc1ccc(CN(Cc2cc3cccc(C)c3[nH]c2=O)C(=S)NCCCN(C)C)cc1,0.5%,28%,-4%,i,1.4,56,4%,4%,10%,3%,
CC(C)(C)N(Cc1cc2ccccc2[nH]c1=O)C(=O)c1ccco1,-0.2%,10%,0%,i,-0.9,54,-9%,5%,0%,5%,
CC(C)OC(=O)/C(=C/c1ccc(Br)cc1)NC(=O)c1ccco1,0.5%,-12%,3%,i,2.1,49,0%,2%,0%,-2%,
O=C(Oc1ccc2cc(Br)ccc2c1)c1cccnc1,-0.1%,0%,-10%,i,3.7,62,9%,5%,-5%,2%,
CC(C)Sc1ncc(S(=O)(=O)c2ccccc2)c(=O)[nH]1,0.1%,3%,-1%,i,-0.7,87,-3%,-12%,-4%,4%,
Cc1ccc(/C=N/NC(=O)Cn2nnc(N)n2)o1,0.6%,8%,·,i,2.3,48,-6%,14%,2%,·,
CC(C)C(=O)N1CCN(S(=O)(=O)c2ccc3ccccc3c2)CC1,-0.1%,10%,3%,·,2.6,57,-4%,2%,-7%,2%,
CC1(C)CC(=O)C(C(=O)c2ccccc2)C(=O)C1Cl (stereo unspecified),-0.1%,8%,-17%,·,0.2,57,-7%,-13%,-10%,2%,
C#CCNC(=O)C1=C[C@H](c2ccc(Br)cc2)C[C@H](OCCCCO)O1,-0.2%,5%,-9%,i,-3.4,88,1%,-4%,-5%,7%,
COc1cc(C=O)ccc1OCCCOc1ccccc1C(=O)O,-0.1%,14%,-1%,i,-0.9,55,?,5%,25%,3%,
COCCN(C(=S)Nc1ccc(C)cc1)C(C)c1ccco1 (stereo unspecified),0.0%,13%,-2%,i,0.1,67,-13%,2%,3%,6%,
Cn1c(=O)c2c(SCc3c(F)cccc3Cl)nc(CC(C)(C)C)nc2n(C)c1=O,-0.3%,6%,-1%,i,11,73,0%,-8%,14%,17%,
Cc1c(OCc2nn[nH]n2)ccc2c3c(c(=O)oc12)CCCC3,-0.4%,-1%,7%,i,-1.4,101,11%,10%,-11%,10%,Dengue-2 NS5 capping pilot replicate=1.5
C/C(=C\c1ccccc1)C1NC(=O)c2c(sc3c2CCCC3)N1 (stereo unspecified),0.2%,2%,7%,i,9.5,90,-15%,-1%,2%,4%,
NC(=O)CC(NC(=O)Cc1ccc(Br)cc1)c1ccc(NCc2ccc(F)c(F)c2)c([N+](=O)[O-])c1 (stereo unspecified),1.3%,17%,2%,i,23,69,?,8%,2%,4%,
COc1ccc(CCNC(=O)c2ccc3c(c2)OCCO3)cc1,0.4%,-1%,-7%,i,0.1,48,9%,-2%,10%,3%,
Cc1nn(C)cc1C(=O)/C=C/c1ccc([N+](=O)[O-])cc1,0.0%,5%,-2%,i,3.7,35,3%,-3%,14%,-2%,
CC1NC(=O)N(C)[C@@H]2NC(=O)N(C)C(c3ccc([N+](=O)[O-])cc3)[C@@H]12 (stereo partly specified),-0.1%,4%,0%,i,-0.8,64,-10%,1%,8%,8%,
COC(=O)c1sccc1NC(=O)c1cccc(OC)c1,0.2%,10%,-2%,i,0.1,63,14%,-6%,6%,3%,
CCOC(=O)c1cc(-c2ccccc2)sc1NC(=O)C(C)(C)C,-2.3%,3%,-2%,i,0.9,58,17%,0%,8%,8%,
O=C(Nc1ccccc1)Nc1nnc(CSCc2ccccc2Cl)s1,0.8%,14%,-1%,i,11,60,1%,5%,12%,2%,
O=C(Nc1cccc(F)c1)/C(=C\c1cccnc1)NC(=O)c1cccs1,-0.1%,-1%,3%,i,-1.9,82,-2%,-5%,29%,-5%,
NC(N)=N/N=C/c1ccc(OS(=O)(=O)c2ccccc2)cc1,0.2%,-2%,-2%,i,-0.2,90,4%,-4%,-8%,11%,
O=C(c1ccc(COCC(F)(F)F)cc1)N1CCN(c2ccccn2)CC1,-0.1%,19%,2%,i,0.6,45,-1%,14%,0%,5%,
